# Mtb RmlCD inh: blocks M. tuberculosis RmlC and RmlD coupled enzymes; P9WH09+P9WH11; RmlC+RmlD coupled enzyme assay, percent inhibition; primary screen in compound mixtures; inhibition, % at 3.6 µM; hit rate 0.03% among 160,000; AID 1533; in the data active = inhibition mostly above about 34%, no sharp cut-off; note: some results filed as inactive read as strong as hits
# Target sequence (P9WH09 whole entry, looked up): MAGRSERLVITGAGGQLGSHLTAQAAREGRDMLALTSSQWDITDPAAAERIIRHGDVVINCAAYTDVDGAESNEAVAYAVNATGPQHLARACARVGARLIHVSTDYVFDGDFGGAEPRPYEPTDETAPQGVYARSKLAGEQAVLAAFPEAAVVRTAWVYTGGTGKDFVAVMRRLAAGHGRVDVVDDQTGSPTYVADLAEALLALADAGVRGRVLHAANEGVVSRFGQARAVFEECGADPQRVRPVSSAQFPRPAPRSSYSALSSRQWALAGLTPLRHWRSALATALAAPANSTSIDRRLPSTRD
# Target sequence (P9WH11 whole entry, looked up): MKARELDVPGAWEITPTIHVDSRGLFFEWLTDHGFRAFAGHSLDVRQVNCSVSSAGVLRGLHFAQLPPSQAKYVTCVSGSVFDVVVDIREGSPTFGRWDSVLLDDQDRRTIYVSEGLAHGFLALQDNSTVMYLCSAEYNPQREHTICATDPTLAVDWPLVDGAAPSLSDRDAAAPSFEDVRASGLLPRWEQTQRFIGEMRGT
# M. tuberculosis GlmU: inhibition of mycobacterial GlmU enzyme – biochemical, glucosamine-1-phosphate acetyltransferase (AID 1376); hit rate 0.25% among 220,000; M. tuberculosis GlmU acetyltransferase enzyme assay; higher % means a stronger effect; one-dose inhibition, %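 (tested at 30 µM in the primary screen)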; IC50 in µM for titrated hits; in the data active = inhibition above about 13%;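 note: 0% = complete reaction with vehicle and 100% = reaction without substrate; strong numbers were not always called active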
# * = called active by the depositor; · = no result given. Only part of the results is shown (hit frequency here may not be typical).
no.	Compound	Mtb RmlCD inh	M. tuberculosis GlmU
1	Cc1cc(O)c(-c2cc(C(=O)NCCc3ccc(S(N)(=O)=O)cc3)[nH]n2)cc1C	4.6	3.9%
2	Cc1cc(C)nc(Sc2ccc3nnc(C(F)(F)C(F)(F)C(F)(F)F)n3n2)n1	0.0	5.4%
3	N#Cc1ccc(CSc2nnc(-c3cccc(S(=O)(=O)N4CCCCC4)c3)o2)cc1	·	0.8%
4	CCCCNC(=O)C(C#N)c1nc2ccccc2nc1N1CCN(c2ccccc2F)CC1 (stereo not drawn)	12.6	1.5%
5	CC(C)(C)c1ccc(C(=O)N/C(=C\c2ccco2)C(=O)O)cc1	8.8	3.8%
6	CCN1C(=O)C(=C2C=C(C)N(Cc3ccco3)C(C)=C2)C(=O)N(CC)C1=S	4.6	4.3%
7	CCSc1nc2c(c(=O)n(C)c(=O)n2C)n1Cc1ccc(Cl)cc1	·	-8.4%
8	Cc1cc(NC(=O)c2ccc(COc3ccccc3Cl)o2)no1	-15.0	0.6%
9	CCc1[nH]c(=O)c(C#N)c2c1CCCC2	9.0	·
10	Cc1oc2cc([N+](=O)[O-])c(O)c([N+](=O)[O-])c2c1C(=O)c1ccc(Br)cc1	-10.2	4.0%
11	CC(C)Oc1ccc(Cn2c(-c3ccco3)n[nH]c2=S)cc1	·	2.5%
12	CC1Cc2ccccc2N1C(=O)CSc1nnc2c(n1)[nH]c1ccc(F)cc12 (stereo not drawn)	·	0.7%
13	CCc1ccc(C(=O)NNc2ccc(Cl)cc2)cc1	·	-0.1%
14	CN1/C(=C/C=N/n2cnnc2)C(C)(C)c2ccccc21	-3.2	-0.3%
15	NCCCC[C@@H]1NC(=O)c2cc([N+](=O)[O-])cc(I)c2SC[C@@H](C(=O)NCC(N)=O)NC(=O)CNC1=O	·	-4.3%
16	CC(C)NC(=O)c1cc2ccccc2o1	·	7.1%

# Random excerpt: four compounds from above, in no set order.
no.	Compound	Mtb RmlCD inh	M. tuberculosis GlmU
14	CN1/C(=C/C=N/n2cnnc2)C(C)(C)c2ccccc21	-3.2	-0.3%
7	CCSc1nc2c(c(=O)n(C)c(=O)n2C)n1Cc1ccc(Cl)cc1	·	-8.4%
12	CC1Cc2ccccc2N1C(=O)CSc1nnc2c(n1)[nH]c1ccc(F)cc12 (stereo not drawn)	·	0.7%
15	NCCCC[C@@H]1NC(=O)c2cc([N+](=O)[O-])cc(I)c2SC[C@@H](C(=O)NCC(N)=O)NC(=O)CNC1=O	·	-4.3%

# Continuation:
no.	Compound	Mtb RmlCD inh	M. tuberculosis GlmU
17	Cc1nn(C(C)C)c(C)c1CN1CCN(Cc2ccsc2)C(CCO)C1 (stereo not drawn)	2.4	-3.3%
18	Cc1[nH]c2ccccc2c1C(=O)CN1CCN(C2CCCCC2)CC1	·	4.4%
19	COC(=O)c1ccccc1NC(=O)c1cc2n(n1)C(C(F)F)CC(C(F)F)N2 (stereo not drawn)	52.5	0.7%
20	COc1ccc(S(=O)(=O)c2c(C)c(NS(=O)(=O)c3ccccc3)cc(C)c2O)cc1	-15.0	3.3%
21	CCOC(=O)C(C)Sc1nc2ccccc2c(=O)n1CC (stereo not drawn)	9.9	-2.8%
22	CCc1c(C)nc(SCC(=O)CC(=O)OC(C)C)c(C#N)c1C	-3.5	3.0%
23	Cc1ccc(S(=O)(=O)N2CCC(C(=O)O)CC2)cc1C(=O)O	13.2	-3.2%
24	Cc1ccc(-c2nn(-c3ccccc3)cc2C(=O)N2CCN(c3ccccn3)CC2)cc1	5.1	6.5%
25	COc1ccc(/C=N/NC(=O)c2ccc3nc[nH]c3c2)c(OC)c1OC	3.1	-3.9%
26	O=C(c1ccccc1)c1ccccc1C(=O)N1CCOCC1	9.5	-1.7%
27	Cc1ccc(-c2nnc(SCC(N)=O)n2C)cc1	-2.7	-2.3%
28	COc1ccc(NC(=O)CNS(=O)(=O)c2ccc(Cl)cc2)cc1	·	0.7%
29	O=C(CCCOc1ccc(Cl)cc1Cl)N1CCCc2ccccc21	·	-0.8%
30	Cc1onc(-c2ccccc2)c1C(=O)N1CCc2ccccc21	·	-2.2%
31	COc1ccc(Cl)cc1-c1nc(-c2ccc(NC(=O)c3cccs3)cc2)no1	-10.7	3.1%
32	Cc1ccc(S(=O)(=O)Nc2cc(-c3ccccc3)nn2C)cc1	-10.1	-0.7%
33	CC1=NN(C(=O)c2ccoc2C)C(O)(C(F)(F)F)C1 (stereo not drawn)	74.4	-0.4%
34	COc1ccc(/C=N/N=C2\SCC(=O)N2c2c(C)n(C)n(-c3ccccc3)c2=O)cc1OC	-3.0	-4.0%
35	Cc1cccc(NC(=O)CNC(=O)COc2ccc(-c3ccc(C#N)cc3)cc2)c1C	14.1	-9.3%
36	COc1ccc(NC(=O)c2ccc(C(=O)c3ccccc3)o2)cc1	-2.5	-1.2%
37	CCCc1cc(C(=O)N2CCCC(C(=O)c3cccc4ccccc34)C2)n(C)n1 (stereo not drawn)	0.8	0.1%
38	O=C(Cc1ccccc1)NC(Cc1ccc(Cl)cc1)C(=O)O (stereo not drawn)	8.6	2.1%
39	CC(C)Cc1ccc(C(C)NC(=O)c2ccc(=O)[nH]c2)cc1 (stereo not drawn)	-6.7	-4.3%
40	COc1ccc(-c2cc(N)n(S(=O)(=O)c3ccc(F)cc3)n2)cc1OC	19.3	3.1%
41	CSc1sc(C(=O)NNC(C)=O)c2c1C=CCC2	3.2	3.1%
42	O=C(N1CCOCC1)C12CC3CC(C1)CC(C(=O)N1CCOCC1)(C3)C2	11.8	-3.1%
43	O=C(COc1ccc(Br)cc1Cl)c1ccc[nH]1	-3.4	-3.3%
44	CS(=O)(=O)Oc1ccc(Br)cc1/C=C1/N=C(c2ccco2)OC1=O	·	0.6%
45	O=C(NCc1cccc(Br)c1)c1cc(-c2ccccc2)nn1CC1CC(c2cccc([N+](=O)[O-])c2)=NO1 (stereo not drawn)	·	3.0%
46	O=C(NCCOC(=O)c1ccc([N+](=O)[O-])cc1)c1cccnc1	-12.3	-6.4%
47	COC(=O)c1ccccc1NC(=S)N1CCN(c2ccc(OC)cc2)CC1	-8.9	0.7%
48	CSCc1ccc(C(=O)Nc2cccc(C)c2C)cc1	·	3.0%
49	CCCCNC(=S)Nc1ccc(C(F)(F)F)cc1	-2.6	7.0%
50	CC(=O)c1nnn(-c2nc(N)nc(N(c3ccccc3)c3ccccc3)n2)c1C	13.6	0.5%
51	COc1ccc(-c2cc(=O)c3c(OC)c(OC)c(OC)c(OC)c3o2)cc1OC	-5.0	1.4%
52	O=C(Nc1nc2c(s1)CCCC2)c1cccs1	3.0	1.8%
53	Cc1cccn2c(=O)c3cc(C(=O)NC4CCCCC4)c(=N)n(CCN4CCOCC4)c3nc12	12.5	0.8%
54	Cc1nc(SCC(N)=O)[nH]c(=O)c1CCC(C)C	·	-1.7%
55	COc1ccc(-c2noc3c2-c2nc(-c4ccccc4Cl)sc2CC3)cc1	·	4.9%
56	CC(C)C(=O)Nc1cccc(NC(=O)c2cccc(Br)c2)c1	-7.7	2.1%
57	Cc1ccc(OCCOC(=O)c2sc(=S)n(C)c2C)cc1	7.8	-7.1%
58	Cc1snc(S(=O)(=O)/C(C#N)=N/Nc2cccc(C(F)(F)F)c2)c1C#N	·	4.8%
59	Cc1nn(Cc2ccc(F)cc2)c(Cl)c1/C=N/NC(=O)c1cccnc1	-1.7	2.1%
60	O=C(O)CSc1nnc(COc2ccc([N+](=O)[O-])cc2)n1-c1ccccc1	-5.8	1.8%
61	O=S1(=O)CCC(NS(=O)(=O)c2cccc3cccnc23)C1 (stereo not drawn)	14.6	2.5%
62	O=C(NCC1CCCO1)c1ccc2c(=O)n(CCc3ccccc3)c(=O)[nH]c2c1 (stereo not drawn)	·	3.5%
63	Cc1cc(C(F)F)n2ncc(C(=O)O)c2n1	-13.2	-0.1%
64	Cc1ccc(/C(N)=N/OC(=O)c2ccco2)cc1	·	0.2%
65	O=C(Oc1ccc2c3c(c(=O)oc2c1)CCC3)c1ccco1	·	4.0%
66	COc1ccc(/C(N)=N/OC(=O)Cc2ccccc2[N+](=O)[O-])cc1	·	-0.2%
67	CCOC(=O)CNc1nc(-c2ccncc2)nc2ccccc12	-2.6	-3.2%
68	COc1cccc(-n2c(C)c(C(C)=O)c(C(C)=O)c2C)c1	-3.0	-1.2%
69	O=C(CC(=O)N/N=C/c1ccccc1O)NCc1cccnc1	·	1.5%
70	O=C(/C=C/N1CCOCC1)c1cc2ccccc2o1	-7.3	-4.2%
71	CNC(=S)NCCCc1ccccc1	16.3	5.4%
72	O=C(Nc1cccc(C(F)(F)F)c1)Oc1ccccc1N1CCOCC1	5.4	2.3%

# Next records follow:
no.	Compound	Mtb RmlCD inh	M. tuberculosis GlmU
73	CC1C(=O)Nc2ccccc2N1C(=O)C1CC1 (stereo not drawn)	·	2.0%
74	COC(=O)c1cc(Cl)c(NC(=O)/C=C/c2ccc(OC)cc2)cc1OC	-9.6	7.5%
75	CCOC(=O)c1[nH]c2ccc(Br)cc2c1NC(=O)CCN1CCOCC1	·	-1.3%
76	C=CCOc1ccc(/C=N/N2C(=O)C(CC(=O)Nc3ccc(F)cc3F)SC2=NC)cc1 (stereo not drawn)	29.7	3.1%
77	COc1ccc(NC(=S)NCCCN2CCCC2)cc1Cl	11.5	-2.7%
78	CC(O)C(O)C(O)C(O)/C=N/NC(=O)c1ccccc1 (stereo not drawn)	42.8	-5.2%
79	Cc1cccc(N2CCN(C(=O)N3CCCCC3)CC2)c1C	7.4	4.1%
80	CCOC(=O)c1c(C)[nH]c(C(=O)OCc2c(C)noc2C)c1C	7.9	0.7%
81	CCNC(=S)/N=C(/Nc1ccc(OC)cc1)Nc1nc(C)cc(C)n1	-9.2	0.1%
82	NC(CO)C(O)c1ccc([N+](=O)[O-])cc1 (stereo not drawn)	3.9	-4.0%
83	CCCCc1cc2c(s1)CCCC/C2=N/O	7.5	-1.3%
84	COc1ccc(Cn2nnnc2CN2CCC(c3nc4ccccc4s3)CC2)cc1	-5.7	-0.8%
85	COc1ccc(CCN(Cc2cccs2)S(=O)(=O)c2ccc(C(=O)O)cc2)cc1OC	·	2.7%
86	Cc1cc(C)c(NC(=O)COC(=O)/C=C/c2cccc(C(F)(F)F)c2)c(C)c1	-4.8	-2.8%
87	CN(CCNC(=O)c1cc2c(=O)n(C)c3ccccc3c2n1C)Cc1ccccc1	11.2	-0.8%
88	COc1ccc(/C=C/C(=O)Oc2cccc(/C=N/NC(=O)COc3c(C)cccc3C)c2)cc1	2.3	-4.1%
89	O=C(CN1CCN(S(=O)(=O)c2ccc(Br)cc2)CC1)Nc1ccc(F)cc1F	-38.5	0.3%
90	Cc1ccc(NC(=O)CSc2nc(N)c3cc4c(nc3n2)CCCC4)cc1	18.5	4.1%
91	BrC(=C\c1ccccc1)/C=N/Nc1nc(N2CCOCC2)nc(N2CCOCC2)n1	1.0	1.7%
92	O=C(COC(=O)c1cccnc1SCC(=O)NCc1ccccc1)NCc1ccccc1	-5.9	2.6%
93	COCCN(CCOC)S(=O)(=O)c1ccc(C(=O)Nc2nc(C)c(C(C)=O)s2)cc1	·	-5.8%
94	CCn1ncc(Br)c1C(=O)Nc1sc2c(c1C(N)=O)CCC2	20.9	3.1%
95	CC(=O)Nc1ccc(C(=S)NCCCO)cc1	2.7	2.0%
96	CC1(C)CC2CC(C)(CN2S(=O)(=O)c2ccc(C(=O)Nc3cccc(S(=O)(=O)N4CCOCC4)c3)cc2)C1 (stereo not drawn)	-11.1	-2.8%
97	COc1ccc(NC(=S)SC)cc1OC	-4.6	-0.8%
98	COc1ccccc1NC(=O)c1sc2ncn(Cc3cccc4ccccc34)c(=O)c2c1C	-10.4	11.0%
99	Cc1nn(CC(=O)Nc2ccc3c(c2)nc(CN2CCCCC2)n3C)c(=O)c2ccccc12	-6.7	-2.9%
100	CCN(CC)C(=O)CSc1nnc(CSc2ncccn2)n1C	5.4	2.9%
101	CCOP(=O)(OCC)C(Nc1ccccc1)c1ccco1 (stereo not drawn)	1.8	2.8%
102	Cc1cccc(NC(=O)Cn2c(=O)n(Cc3ccco3)c(=N)c3c4c(sc32)COC(C)(C)C4)c1	-8.4	1.5%
103	COc1cc(/C=C2/NC(=O)NC2=O)cc(Br)c1OCc1ccccc1	7.5	-3.4%
104	Cc1cc(C)nc(N(C#N)Cc2cccc(Cl)c2)n1	-10.4	-2.6%
105	C=C(C)CSc1nc2nc(C)cc(C)n2n1	-3.0	3.4%
106	N/C(=N\OC(=O)/C=C/c1ccccc1)c1ccccn1	9.0	5.6%
107	CCOc1ccc(CN(C)CC(=O)NCc2ccccc2)cc1	11.0	-3.9%
108	COc1ccccc1C1N(c2ccc(Cl)cc2)C(=O)C2CCCN21 (stereo not drawn)	17.0	1.7%
109	CC(=O)c1cccc(OCCN2C(=O)NC(C)(C)C2=O)c1	-7.2	2.4%
110	CC1CCCC(NC(=S)NC(=O)c2ccccc2Br)C1C (stereo not drawn)	15.0	-0.9%
111	O=C(CN1CCN(Cc2ccc3c(c2)OCO3)CC1)Nc1ccc2c(c1)OCCO2	23.0	-2.9%
112	Cc1nnc(SCC(=O)c2ccc(Br)cc2)s1	-9.2	-1.0%
113	COc1ccc(/C=C2\C(=O)OCc3cc(OC)c(OC)cc32)cc1OC	-6.9	-1.5%
114	CCOc1cc(/C=N/NC(=O)C(=O)NC2CC2)cc(Br)c1O	-7.2	-2.1%
115	O=C1CC(NCCC2=CCCCC2)C(=O)N1c1cccc(Cl)c1Cl (stereo not drawn)	·	-9.4%
116	C/C(Cn1nc([N+](=O)[O-])cc1C)=N\NC(=O)c1ccc(C(C)(C)C)cc1	-9.2	8.1%
117	Cc1cccc2cc(CN(Cc3nnnn3C3CCCCC3)C3CCCC3)c3nnnn3c12	-6.2	-4.2%
118	CN(C)NC(=S)Nc1ccc(Cl)cc1	30.3	3.0%
119	O=C1OC2(CCCCC2)OC(=O)C1=CNc1nccs1	-7.0	0.6%
120	C1CCC2S[C@H]3CCCCC3NC2C1 (stereo partly drawn)	-10.6	8.7%

# Bioassay records as filed in PubChem BioAssay.
